# SKN-1 block: blocks SKN-1 activity in C. elegans. C. elegans VP596 Pgst-4::GFP/RFP ratio, acrylamide-induced, 24 h. inhibition, % at 21.8 µM. 0.49% of 360,000 active. AID 624304;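 active = interference check ratio from 0.5 to 1.5 plus GFP to RFP signal ratio inhibition reaching or exceeding a fixed threshold, cut at about 30% in these data, passing the limit was not always enough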; note: some compounds called inactive have numbers as strong as hits
# SUMO1-SIM PPI: modulators of human SUMO1-mediated protein-protein interactions. 0.33% of 360,000 active. P63165. SUMO1 binding to a labelled peptide, TR-FRET, 1 h. inhibition, % at 20 µM. AID 602429; in the data active = inhibition above about 37%
# Target sequence (P63165 whole entry, looked up): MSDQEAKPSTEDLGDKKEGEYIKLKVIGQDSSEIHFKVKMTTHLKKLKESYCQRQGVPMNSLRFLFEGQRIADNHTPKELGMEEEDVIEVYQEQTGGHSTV
# Scp-1 inhibitor: Scp-1 (human) phosphatase inhibition; 0.88% of 340,000 active; Q9GZU7; inhibition, % at 20 µM; Recombinant Scp1, phosphopeptide, malachite green phosphate absorbance; AID 493091;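 active = inhibition above about 50% at 20 µM, limit read from the data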;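 note: plate controls were DMSO wells with enzyme for no effect and wells lacking enzyme for full effect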
# Target sequence (Q9GZU7 76-261 limits assumed): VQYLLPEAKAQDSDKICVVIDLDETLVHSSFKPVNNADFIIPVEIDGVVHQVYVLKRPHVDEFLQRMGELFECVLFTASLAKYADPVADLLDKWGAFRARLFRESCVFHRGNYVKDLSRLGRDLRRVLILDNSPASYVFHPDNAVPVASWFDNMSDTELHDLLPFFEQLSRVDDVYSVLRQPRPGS
#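 Test system – truncated SCP-1 phosphatase (76-261aa) · Reagent – Phosphorylated 17-residue peptide substrate · Incubation – 45 min room-temperature reaction, 5 min colour, 30 min stabiliser · Detection – colorimetric phosphate reagent with accelerator and stabiliser, absorbance at 630 nm · Measure – % inhibition at 20 µM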
# TbMetRS inhib: blocks T. brucei methionyl-tRNA synthetase activity | inhibition, % at 11.9 µM | purified T. brucei MetRS, ATP depletion, Kinase-Glo luminescence | 0.4% of 360,000 active;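 active = inhibition above a per-plate cutoff of the control wells' mean inhibition plus 3 SD, cut at about 5.5% in these data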;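 note: 0% = DMSO wells median and 100% = median of wells with control inhibitor compound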
#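 Dosing: 11.9 µM single point; system: parasite MetRS enzyme; technique: luminescence of leftover ATP; times: 15 min enzyme-compound preincubation, 2 h reaction, 10 min detection, 25 °C; replicates: each compound tested once; read-out basis: percent inhibition relative to median high and low control wells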
# NadD block: inhibitors of Staphylococcus aureus NadD | AID 602399 | 0.78% of 360,000 active | inhibition, % at 20 µM | purified NadD enzyme, colorimetric absorbance read-out; in the data active = inhibition above about 26%; note: some compounds past the cut are filed as inactive
# DNMT1 block: blocks human DNA methyltransferase DNMT1 | P26358 | DNMT1 molecular beacon, Hinp1I cleavage, fluorescence | inhibition (reported as % activation of signal), % at 10 µM | 0.83% of 360,000 active; in the data active = inhibition above about 50%
# CendR NRP1 mod: NRP-1/CendR interaction modulation. O14786. FAM-RPARPAR peptide binding to NRP-1, fluorescence polarization. inhibition, % at 25 µM. 0.85% of 360,000 active;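 active = inhibition or corrected inhibition above about 18%, plus a signal ratio from 0.5 to 1.5, limit read from the data, passing the limit was not always enough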; note: strong numbers were not always called active
# LMPTP inh: blocks human LMPTP phosphatase; 0.22% of 360,000 active; AID 651560; P24666; recombinant LMPTP-A, OMFP fluorogenic substrate, fluorescence intensity; inhibition, % at 20 µM;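 active = compounds that cut the enzyme signal by at least half of the control window in the single-dose screen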;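 note: plate controls were DMSO wells with enzyme plus substrate for no effect and substrate without enzyme for full effect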
# Target sequence (P24666 whole entry, looked up): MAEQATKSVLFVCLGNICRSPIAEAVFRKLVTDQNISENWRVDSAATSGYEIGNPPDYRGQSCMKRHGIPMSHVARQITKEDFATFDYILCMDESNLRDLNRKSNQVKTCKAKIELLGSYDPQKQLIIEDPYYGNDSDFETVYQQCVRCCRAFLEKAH
#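 Assay system: LMPTP-A enzyme. Input: 0.625 nM LMPTP-A final. Probe or stimulus: 400 µM OMFP. Compound dosing: single 20 µM dose. Schedule: 50 min dark incubation at room temperature. Detection: fluorescence intensity of OMFP turnover product. Read-out: percent inhibition versus substrate-only and uninhibited controls. Benchmarks: no-enzyme low control, uninhibited high control.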
# Neddyl block: inhibitors of human cullin neddylation; P61081+Q13564; TR-FRET cullin neddylation, biochemical; calls only at 25 µM; 0.58% of 360,000 active; AID 651699; in the data active = inhibition above about 36%
# STEP inh: STEP (human) phosphatase inhibition | P54829 | recombinant STEP, OMFP fluorogenic substrate, fluorescence | inhibition, % at 20 µM | 0.25% of 360,000 active | AID 588621;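 active = inhibition at 20 µM, scaled per plate between control wells, above about 37%, limit read from the data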;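 note: 0% = DMSO with enzyme and substrate and 100% = substrate only without enzyme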
# Target sequence (P54829 whole entry, looked up): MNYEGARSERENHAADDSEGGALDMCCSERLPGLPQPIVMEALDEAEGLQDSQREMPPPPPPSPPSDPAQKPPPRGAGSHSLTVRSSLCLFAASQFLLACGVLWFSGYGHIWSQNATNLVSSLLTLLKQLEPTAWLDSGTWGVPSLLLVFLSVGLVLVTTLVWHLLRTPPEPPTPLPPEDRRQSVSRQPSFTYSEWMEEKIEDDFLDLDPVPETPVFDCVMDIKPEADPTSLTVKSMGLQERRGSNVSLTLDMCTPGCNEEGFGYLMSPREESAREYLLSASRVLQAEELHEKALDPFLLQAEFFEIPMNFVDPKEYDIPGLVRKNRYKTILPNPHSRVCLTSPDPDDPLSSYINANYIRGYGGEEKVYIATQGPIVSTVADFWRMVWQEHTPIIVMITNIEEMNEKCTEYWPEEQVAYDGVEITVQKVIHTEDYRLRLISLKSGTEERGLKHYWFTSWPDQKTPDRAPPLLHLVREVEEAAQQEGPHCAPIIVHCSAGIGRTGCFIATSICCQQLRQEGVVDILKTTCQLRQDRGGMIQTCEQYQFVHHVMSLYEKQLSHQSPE
#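 Assay system: isolated STEP enzyme. Buffer or medium: pH 6.0 Bis-Tris with DTT and Tween 20. Also added: fluorogenic phosphatase substrate OMFP at 25 µM final. Dosing: 20 µM, 1% DMSO. Timing: 20 min reaction, room temperature, in the dark. Measured by: fluorescence intensity, excitation 480 nm, emission 540 nm. Evaluation: normalized % inhibition.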
# * hit, by the source's call; i = inactive; x = no result given.
SMILES,SKN-1 block,SUMO1-SIM PPI,Scp-1 inhibitor,TbMetRS inhib,NadD block,DNMT1 block,CendR NRP1 mod,LMPTP inh,Neddyl block,STEP inh
Cc1ccccc1-c1ccc(=O)n(CC(=O)Nc2ccc(N3CCOCC3)cc2)n1,5.4,1.0,-2.2,0.0,3.3,-9.4,-8.4,-0.6,i,1.9
COC(=O)c1ccc(N)cc1O,-15.5,0.9,12.0,-1.1,-1.7,0.5,-9.5,0.9,i,0.1
NC(=O)NCCCC(NC(=O)c1ccc(C#CC2(O)CCCCC2)cc1)C(=O)O (centres undefined),2.4,-1.8,-7.2,-0.3,-0.5,1.1,2.9,-0.7,i,0.2
NC(=O)c1ccsc1NC(=O)COC(=O)/C=C/c1ccccc1[N+](=O)[O-],4.0,-16.6,13.2,0.0,-5.4,4.3,-9.1,4.3,i,-2.2
CC(=O)Nc1nc(C)nc(C)c1C(C)=O,-17.1,3.3,-9.6,-0.3,-2.6,1.7,8.5,0.8,i,-0.9
Cc1cc(C)nc(NC(=O)Cc2ccc(Br)cc2)n1,7.8,-1.2,-9.6,0.3,-0.3,0.5,7.2,-0.9,i,-0.9
O=c1[nH]c(CN2CCOCC2)nc2ccccc12,8.3,-4.5,-4.5,0.5,-4.8,-0.9,7.7,1.0,i,-2.3
COc1cc(NC(=O)c2cccnc2Sc2ccc(Cl)cc2)cc(OC)c1OC,-5.9,-0.5,6.8,-1.4,3.1,2.5,14.9,1.7,i,-2.7
COc1ccc(Cl)cc1S(=O)(=O)NC(C)c1cnn(-c2ccccn2)c1C (centres undefined),10.5,3.9,x,-0.2,-1.5,-6.5,-0.7,-0.5,i,-0.6
CC(=O)c1sc(NC(=O)c2oc3ccc(F)cc3c2C)nc1C,6.6,-49.8,-8.1,-0.3,-8.5,-18.6,-12.5,3.9,i,2.7
COc1ccc(C(=O)COc2ccc(F)cc2)c(O)c1C,13.2,-4.0,-9.0,-0.5,-1.1,3.2,-3.9,0.8,i,-1.3
Cc1nn(-c2ccccc2)c(N)c1N=Nc1cccnc1,8.8,-20.4,-3.4,-0.1,-5.1,-2.2,7.4,-0.3,i,-1.5
CNC(=O)c1ccc(Nc2nnc(-c3ccc(C)c(S(N)(=O)=O)c3)c3ccccc23)cc1,5.4,-16.1,-4.0,0.0,9.7,-0.3,2.7,1.1,i,-1.8
N#Cc1cccc(C(=O)C(=O)N2CCC(c3ccccc3)CC2)c1,-2.4,-8.3,x,-0.6,x,x,-16.1,-0.5,i,x
C[C@@H]1CCCCO[C@H](CN(C)C(=O)Nc2ccccc2)[C@@H](C)CN([C@H](C)CO)C(=O)c2cc(NS(=O)(=O)c3cn(C)cn3)ccc2O1,-11.9,2.6,x,-0.2,-0.7,2.2,3.0,-1.7,i,1.0
O=C(COC(=O)CCc1nc2ccccc2c(=O)[nH]1)Nc1ccc2c(c1)OCO2,2.3,2.8,-1.7,-0.1,-1.0,-6.2,-15.8,0.6,i,0.4
Nc1ncc2c(n1)-c1ccccc1CC2,6.6,-2.5,-5.3,-0.1,2.6,0.1,7.1,2.6,x,0.6
COC(=O)[C@H](CCSC)NC(=O)Nc1cccc(C)c1C,21.4,3.0,2.7,0.9,1.8,-6.3,0.4,0.5,i,1.7
O=C(O)c1cnc(N2CCOCC2)nc1,7.2,0.8,-1.3,-0.1,-5.3,-4.8,5.5,-1.5,i,-2.8
CC(C)CN(C(=O)CC1CCCC1)c1c(N)n(Cc2ccccc2)c(=O)[nH]c1=O,-4.5,-1.4,-6.9,-0.5,3.5,-1.2,-1.8,0.2,i,-1.6
NCC(O)COCCC12CC3CC(CC(C3)C1)C2 (centres undefined),-5.3,-1.5,-6.7,0.2,-11.1,-2.6,11.5,4.3,i,4.7
Cn1ccnc1SCCC#N,1.5,3.7,-18.1,-0.1,-1.7,0.4,-0.2,-0.4,i,1.1
NNC(=O)c1csc(COc2cc(Cl)cc(Cl)c2)n1,-16.4,-1.7,0.3,-0.6,1.9,0.3,-23.7,1.1,i,-2.3
CCC(=O)N1CCc2cc(S(=O)(=O)NC(C(=O)NCc3ccccc3)C(C)C)ccc21 (centres undefined),-21.6,3.6,6.2,-1.8,2.7,1.1,-10.9,-0.9,i,-0.3

# An excerpt from the list above, for reference:
SMILES,SKN-1 block,SUMO1-SIM PPI,Scp-1 inhibitor,TbMetRS inhib,NadD block,DNMT1 block,CendR NRP1 mod,LMPTP inh,Neddyl block,STEP inh
CNC(=O)c1ccc(Nc2nnc(-c3ccc(C)c(S(N)(=O)=O)c3)c3ccccc23)cc1,5.4,-16.1,-4.0,0.0,9.7,-0.3,2.7,1.1,i,-1.8
N#Cc1cccc(C(=O)C(=O)N2CCC(c3ccccc3)CC2)c1,-2.4,-8.3,x,-0.6,x,x,-16.1,-0.5,i,x
C[C@@H]1CCCCO[C@H](CN(C)C(=O)Nc2ccccc2)[C@@H](C)CN([C@H](C)CO)C(=O)c2cc(NS(=O)(=O)c3cn(C)cn3)ccc2O1,-11.9,2.6,x,-0.2,-0.7,2.2,3.0,-1.7,i,1.0
O=C(COC(=O)CCc1nc2ccccc2c(=O)[nH]1)Nc1ccc2c(c1)OCO2,2.3,2.8,-1.7,-0.1,-1.0,-6.2,-15.8,0.6,i,0.4
Nc1ncc2c(n1)-c1ccccc1CC2,6.6,-2.5,-5.3,-0.1,2.6,0.1,7.1,2.6,x,0.6
COC(=O)[C@H](CCSC)NC(=O)Nc1cccc(C)c1C,21.4,3.0,2.7,0.9,1.8,-6.3,0.4,0.5,i,1.7
O=C(O)c1cnc(N2CCOCC2)nc1,7.2,0.8,-1.3,-0.1,-5.3,-4.8,5.5,-1.5,i,-2.8
CC(C)CN(C(=O)CC1CCCC1)c1c(N)n(Cc2ccccc2)c(=O)[nH]c1=O,-4.5,-1.4,-6.9,-0.5,3.5,-1.2,-1.8,0.2,i,-1.6
NCC(O)COCCC12CC3CC(CC(C3)C1)C2 (centres undefined),-5.3,-1.5,-6.7,0.2,-11.1,-2.6,11.5,4.3,i,4.7
Cn1ccnc1SCCC#N,1.5,3.7,-18.1,-0.1,-1.7,0.4,-0.2,-0.4,i,1.1
NNC(=O)c1csc(COc2cc(Cl)cc(Cl)c2)n1,-16.4,-1.7,0.3,-0.6,1.9,0.3,-23.7,1.1,i,-2.3

# Next results
SMILES,SKN-1 block,SUMO1-SIM PPI,Scp-1 inhibitor,TbMetRS inhib,NadD block,DNMT1 block,CendR NRP1 mod,LMPTP inh,Neddyl block,STEP inh
CN(C)c1ccc(/C(=N\O)C(F)(F)F)cc1,-3.4,-0.3,0.5,-0.3,0.1,-2.0,-3.1,-22.9,i,-4.0
Cc1cccc(OCC(=O)NCC(=O)N/N=C/c2cccnc2)c1,7.4,-2.9,-7.8,-0.1,-3.5,-1.1,-0.1,-1.2,i,-0.4
Cc1noc(C)c1C(=O)Nc1cccc(S(=O)(=O)N2CCCCC2)c1,2.1,-5.1,-1.4,-0.5,-0.9,2.9,-1.0,-0.5,i,-3.5
C[C@H](NC(=O)c1nc[nH]c1C(=O)NCc1ccc(CNC(=O)OC(C)(C)C)cc1)c1ccccc1,6.6,3.9,-2.3,-0.3,13.6,-34.5,28.1*,2.9,i,-4.5
COc1ccccc1NC(=O)CC1COc2ccccc2O1 (centres undefined),3.3,-0.5,-11.9,-0.8,-3.5,-0.9,-6.5,0.3,i,-1.7
CCCCNC(=O)[C@@H]1CC=C[C@@H]2CCN(C3CC3)C(=O)[C@@H]21,4.6,0.6,-8.2,-0.4,0.6,2.1,15.1,0.1,i,-0.7
CCc1ccc(NC(=O)C(CC)c2ccccc2)cc1 (centres undefined),-1.7,1.4,-12.3,-0.1,-8.9,5.0,-5.4,1.9,i,-0.2
Cc1c(C(=O)N2CCOCC2)c(S(=O)(=O)Nc2cccc(C#N)c2)c(C)n1C,7.1,2.0,-6.3,1.1,-5.0,-0.2,22.1*,-0.4,i,-3.2
CCN(CCO)C(=O)C12CCC(C)(C(=O)C1)C2(C)C (centres undefined),2.0,-1.6,-6.1,-0.1,-1.3,1.8,0.0,-1.6,i,-1.5
Cc1cc(C)c(S(=O)(=O)N2CCCC2CNC(=O)c2ccc3c(c2)OCO3)c(C)c1 (centres undefined),7.7,3.2,-7.6,-0.2,-4.7,-3.4,-6.7,0.9,i,-2.7
C[C@H](CO)N1C[C@H](C)[C@@H](CN(C)C(=O)c2ccncc2)OCc2cnnn2CCCC1=O,-10.9,1.7,x,-1.0,-0.8,6.0,-13.0,-2.4,i,-1.0
CN(C)C(=O)CN(C)S(=O)(=O)c1ccc(Cl)cc1,4.1,-4.7,0.5,-0.3,-1.1,2.0,-5.7,0.3,i,-0.8
C/C(=N\NC(=O)Cc1ccc(Cl)cc1)c1cccnc1,10.2,0.1,-8.3,-0.5,-3.0,-0.5,11.2,-0.5,i,-1.7
CCn1c(C)c(C(C)=O)c(N2CCCCC2)nc1=S,-18.8,0.8,-1.6,-2.5,2.4,-0.1,-1.1,2.8,i,2.7
COc1ccc(CNC(=O)C(C)N2C(=O)NC(c3ccccc3)(c3ccccc3)C2=O)cc1 (centres undefined),4.7,5.6,-8.1,0.3,-4.5,-3.5,3.6,0.5,i,-3.0
CC(=O)Oc1ccc(C(=O)Nc2cccc(C(=O)c3ccc(C)c(C)c3)c2)cc1,-9.4,-0.7,-12.0,-1.5,-11.7,3.5,7.0,7.1,i,-3.1
CCOc1ccc(C(C(=O)NC2CCCCC2)N(C(=O)Cc2cccs2)c2ccc(-n3cnnn3)c(OC)c2)cc1 (centres undefined),2.7,8.5,-2.7,0.0,4.7,20.1,16.2,2.7,i,0.2
C=CCn1c(=S)sc2c(=O)[nH]cnc21,6.5,9.3,-10.9,-0.4,0.2,0.0,2.7,-0.7,i,2.1
COc1ccc(CCNC(=O)c2cccc(S(=O)(=O)N3CCCCCC3)c2)cc1,0.7,3.7,-5.0,0.7,-2.7,-1.9,0.6,1.4,i,1.1

# Assay outcomes: PubChem BioAssay, several laboratories
